Abeta yeast res: A-beta toxicity reversal in yeast; yeast expressing A-beta42, growth rescue, OD600, 48 h; response scale: 0% DMSO, 100% iron-clioquinol control; Potency, µM (top dose mostly 46.1 µM), inactives show at the highest dose growth rescue, hits mostly activators; 410,000 tested, 0.063% active; AID 1347071; note: nearly all actives have a fitted effect of over 55% in size
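Yeast A-beta toxicity model in growth medium with pinned compounds, 48 h at 30 C; growth read as absorbance at 600 nm. Normalized to FeCl3/clioquinol equimolar mix (positive) and DMSO (negative).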
FUS suppressor: FUS proteinopathy suppression in yeast. S. cerevisiae FUS-expressing, growth rescue, OD600, 24 h. Potency, µM (series often up to 76.6 µM), inactives show at the top dose growth rescue (activation), actives largely listed as activators. 390,000 tested, 0.24% active;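 note: plate controls were DMSO vehicle for no effect and reference control for full effect; nearly all actives have a fitted effect of over 55% in size; some results filed as inactive show a strong effect at the top dose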
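Yeast FUS proteinopathy model; galactose-induced FUS (2%), starting OD 0.005. Cpds in dilution series, 24hr, 30C, 99% humidity. Abs 600 nm growth. Pos ctrl CP55940 (top 92uM final); neg ctrl DMSO.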
Numbers without * were called inactive; u = inconclusive; [ ] = another dose, or the depositor's remark. Calls come from the whole dose curve; as a rule, active = well fitted activation curve with a large enough effect; inconclusive = small, poorly fitted or top-dose-only effect; inactive = no such curve, though single readings can be large or run the other way. Potency is the fitted concentration of half-maximal effect. These rows are one share of the data; rates above refer to the full screens.

SMILES | Abeta yeast res | FUS suppressor
COCCn1c(=O)[nH]c2cc(C(=O)N3CCN(c4ccc(F)cc4)CC3)ccc2c1=O | 2.6% | -10.6%
Cc1ccc(C)c(N2CCN(C(=O)c3ccc4[nH]c(C)c(C)c4c3)CC2)c1 | -7.3% | 44.4%
Cc1ccc(S(=O)(=O)c2c(Nc3cc(F)ccc3F)sc(C(=O)c3ccc(F)cc3)c2N)cc1 | 0.5% | -10.3%
Cc1cc(C)c2c(-n3cccc3)c(C(=O)NCCc3ccc(Cl)cc3)sc2n1 | 0.7% | -1.9%
Cc1cc(C)c2oc(-c3ccc(Cl)c(NC(=O)c4cccs4)c3)nc2c1 | -20.2% | -6.5%
CCOC(=O)C1=C(CN(CC)Cc2ccccc2)NC(=O)NC1c1ccc(OC(C)C)cc1 (centres undefined) | 16.4% | -1.0%
COc1ccc2c(c1)c1c(c(=O)n(Cc3ccccc3)c(=O)n1CC(=O)NCc1ccccc1)n2C | -9.5% | 27.3%
Cc1cccc(NC(=O)c2c(NC(=O)c3ccccc3)sc3c2CCCC3)c1 | -16.4% | 9.7%
Cc1cc2c(cc1C)-n1c(-c3ccccc3)c3c(=O)n(C)c(=O)n(C)c3c1C(c1ccco1)N2 (centres undefined) | -9.4% | -5.4%
COc1ccc(-c2nc(SCC(=O)NCC3CCCO3)c(-c3ccc(Cl)cc3)[nH]2)cc1 (centres undefined) | -15.9% | -18.3%
CC1CCC(NC(=O)C2(C)Cc3ccccc3C(=O)N2Cc2ccc(Cl)cc2)CC1 (centres undefined) | -11.8% | 5.6%
CC(CNc1nc2ccccc2c2nc(-c3ccccc3)nn12)c1ccccc1 (centres undefined) | -18.5% | 3.2%
COc1ccc(C(=O)NCC(c2cccs2)S(=O)(=O)c2ccc(F)c(C)c2)cc1 (centres undefined) | 11.1% | 31.9%
Cc1ccc(NC(=O)CN2C(=O)CCc3cc(S(=O)(=O)N4CCOCC4)ccc32)cc1N(C)C | 3.9% | 10.1%
Cc1ccccc1CNC(=O)c1cccc(NC(=O)N2CCSc3ncccc32)c1 | -1.2% | 8.2%
CCCC(CCC)C(=O)NC1CC(=O)N(c2ccc3c(c2)OCCO3)C1 (centres undefined) | -3.5% | 20.7%
COc1ccccc1NC(=O)C(Cc1ccccc1)NS(=O)(=O)c1ccc2c(c1)c(=O)n(C)c(=O)n2C (centres undefined) | -11.0% | -27.8%
COc1ccccc1OCCCn1c(-c2ccc(Cl)cc2)nc2ccccc2c1=O | -8.3% | 11.2%
Cc1cccc(NC(=O)CSc2nc(-c3ccccc3Cl)nc3c2Cc2c(CO)cnc(C)c2O3)c1C | -16.2% | -3.9%
Cn1cc(-c2cc3n(n2)CCC(=O)N3CCCC(=O)NCc2ccccc2)c2ccccc21 | -5.0% | 13.9%
Cc1ccc(C(C)C)c(OCC(=O)NCC2(N(C)C)CCCCC2)c1 | 6.8% | -6.8%
Cc1ccc(CN(C(=O)COc2cccc([N+](=O)[O-])c2)c2ccccn2)o1 | -5.7% | 9.1%
O=C(Nc1ccc(F)cc1)c1cc2cc3ccc(Cl)cc3nc2o1 | -12.2% | -15.4%
O=C(Nc1ccc(Br)cc1F)c1cc(S(=O)(=O)NCc2ccc(F)cc2)ccc1F | -32.7%[inhibitor] | 26.1%
COc1ccc(N(C)C(=O)c2cc3c(s2)-c2ccccc2OC3)cc1 | 0.0% | u
O=C(Cn1c2ncccc2c(=O)n1-c1ccccc1)NCc1ccccc1 | 6.8% | 18.3%
CC(NC(=O)C1CCN(S(=O)(=O)Cc2ccccc2)CC1)c1ccccc1 (centres undefined) | -4.3% | -2.2%
O=c1oc2c(CN3CCN(CCO)CC3)c(O)ccc2cc1-c1ccccc1 | -9.3% | -13.3%
Cc1cc(C)c2oc(-c3cccc(NC(=O)c4ccc(-c5cccc([N+](=O)[O-])c5)o4)c3)nc2c1 | -16.8% | -17.6%
CCSC1=NC2(CCN(C(=O)NC3CCCCC3)CC2)N=C1c1ccc(OC)cc1 | -38.7%[inhibitor] | 43.6%
Cc1ccc(-n2c(/C=C/c3c(C)n(C)c4ccccc34)nc3ccccc3c2=O)cc1 | -7.0% | 6.2%
CCOc1ccc(CNCc2c(C(=O)O)c(C)n(Cc3ccc(F)cc3Cl)c2C)cc1 | -12.0% | 31.5%
CCOc1ccccc1CNC(=O)c1cc(-c2ccc(OC)cc2)nc2ccc(C(C)C)cc12 | 5.6% | -14.2%
COc1ccc(CCNC(=O)c2cnc3sc(N4CCCC4)nn3c2=O)cc1OC | -1.6% | 2.0%
CCOC(=O)c1c(S(=O)(=O)N2CCC(C(=O)NCc3cccc(C)c3)CC2)c(C)n(C)c1C | -5.4% | 25.2%
CCOc1ccc(NC(=O)c2cnn3c2NC(c2cccc(OC)c2)=CC3c2ccccc2)cc1 (centres undefined) | 5.0% | 19.5%
CSc1cccc(NS(=O)(=O)c2ccc3[nH]cc(C(=O)N4CCCC4)c(=O)c3c2)c1 | -3.8% | 13.1%
O=C(Cn1c(=O)n(Cc2nc(-c3ccccc3)no2)c(=O)c2ccccc21)Nc1cccc(Cl)c1 | -7.7% | -30.6%
COC(=O)CNC(c1ccccc1)c1cc(Br)ccc1NC(=O)c1ccc(Cl)cc1 (centres undefined) | 2.4% | -3.0%
COc1ccc(CNC(=O)c2cc3cc4ccc(C)cc4nc3o2)cc1 | 0.8% | -13.1%

Sorted by molar mass (low to high): three of the compounds above
SMILES | Abeta yeast res | FUS suppressor
O=C(Cn1c2ncccc2c(=O)n1-c1ccccc1)NCc1ccccc1 | 6.8% | 18.3%
CCOc1ccccc1CNC(=O)c1cc(-c2ccc(OC)cc2)nc2ccc(C(C)C)cc12 | 5.6% | -14.2%
CCOc1ccc(NC(=O)c2cnn3c2NC(c2cccc(OC)c2)=CC3c2ccccc2)cc1 (centres undefined) | 5.0% | 19.5%

New compounds follow.
SMILES | Abeta yeast res | FUS suppressor
COc1ccc(OC)c(C2C(C(=O)N3CCCCC3)=C(C)Nc3nc4ccccc4n32)c1 (centres undefined) | -10.5% | -22.1%
CC(=O)N1CCCc2cc(S(=O)(=O)N3CCN(c4cccc(C(F)(F)F)c4)CC3)ccc21 | 19.7% | 15.6%
CCOc1ccccc1-c1nc(C(N)=O)c2c(n1)n(-c1ccc3c(c1)OCO3)c(=O)n2C | -0.1% | -3.4%
Cc1ccccc1NC(=O)c1cc2c(-c3ccccc3)nn(-c3ccccc3)c2s1 | -9.4% | -17.9%
O=C(NCc1ccc(F)cc1)C(=O)Nc1ccc2nc3n(c(=O)c2c1)CCCCC3 | -0.2% | -24.5%
COc1ccc2oc(=O)cc(CN3CCN(c4ccc(F)cc4)CC3)c2c1 | -2.4% | 12.2%
Cc1ccc(-c2nc3nc(C)cc(Nc4ccccc4O)n3n2)cc1 | -11.3% | -6.1%
O=C(CSc1nc2ccsc2c(=O)n1-c1ccc(Br)cc1)NCc1ccc(Cl)cc1 | -5.7% | -15.5%
O=C(CSc1nc2c([nH]c3ccccc32)c(=O)n1-c1ccc(Cl)cc1)N1CCc2ccccc21 | -1.5% | 5.4%
O=C1CN(C(=O)c2c(F)cccc2Cl)C(c2ccc(F)cc2)c2cc(Br)ccc2N1 (centres undefined) | 15.0% | u
Clc1ccccc1Cn1cccc1C1=NC(Cc2ccccc2)CO1 (centres undefined) | -0.5% | 14.9%
Cc1nn(C)c2c1c(C(F)(F)F)cc(=O)n2CC(=O)N1CCC(C)CC1 | -15.5% | -10.8%
C=C(C)Cn1c(SCC(=O)Nc2ccccc2C)nc2sc3c(c2c1=O)CCCC3 | -24.9% | -4.1%
COc1cc(NC(=O)Cn2c(=O)n(CC(=O)NCCc3ccc(OC)c(OC)c3)c(=O)c3sccc32)cc(OC)c1 | 1.7% | 10.6%
CCOc1ccc(S(=O)(=O)N(CC(=O)Nc2cccnc2)c2ccccc2)cc1 | 1.0% | 27.5%
Cc1ccc(Nc2c(-c3ccsc3)nc3c(C)cccn23)cc1 | 12.5% | 12.9%
CCCCCn1c(=O)c2c(nc3n2CCN3c2ccc(Br)cc2)n(C)c1=O | -8.4% | -28.7%
CCOc1ccc(CCNC(=O)c2c(C)oc3ncn(CC(C)C)c(=O)c23)cc1 | -1.5% | 21.2%
COc1cc(C(=O)NCC(c2ccco2)S(=O)(=O)c2cccs2)cc(OC)c1OC (centres undefined) | -13.4% | -1.1%
COc1cccc(CNC(=O)c2cc(-c3cccs3)nc3ccccc23)c1 | -28.5% | -16.4%
COc1ccccc1CNc1nc2ccccc2c2nc(-c3cccnc3)nn12 | -10.9% | -4.0%
CCN(CC)c1ccc2cc(-c3nc(-c4cc(OC)c(OC)c(OC)c4)no3)c(=O)oc2c1 | -10.7% | 22.5%
Nc1nnc(SCC(=O)Nc2cccc(F)c2)s1 | -23.1% | -29.6%
O=C(Nc1ccc(Br)cc1F)N1CCC(CN2CCCC2)CC1 | -4.9% | 6.5%
CCSc1ncc(Cl)c(C(=O)Nc2nnc(CC)s2)n1 | -27.0% | 4.3%
COc1ccccc1OCCn1c(C(C)Oc2ccccc2)nc2ccccc21 (centres undefined) | u | u
CCOC(=O)c1cccc(NC(=O)CCc2nc3cccnc3n2-c2ccccc2)c1 | -12.2% | 4.6%
COCCCNC(=O)c1c(NC(=O)Cc2coc3c(C)c(C)ccc23)sc2c1CCCC2 | 3.0% | 6.4%
COc1ccc(C2CC(=O)Nc3c2c(C)nn3-c2nc(C)cc(C)n2)c(OC)c1OC (centres undefined) | -3.1% | -13.1%
Cc1ccc(Cn2c(CCNC(=O)C(C)C)nc3ccccc32)cc1 | 4.9% | -27.0%
Cc1ccc(/C=C/c2onc(C)c2S(=O)(=O)N2CCC(C(=O)Nc3cccc(C#N)c3)CC2)cc1 | -11.6% | 3.8%
Cc1cccc(C(=O)Nc2ccc(C(=O)OCc3cc(=O)n4nc(CC(C)C)sc4n3)cc2)c1 | -6.5% | -0.1%
O=S(=O)(c1cccc(Cl)c1)c1nnn2c1nc(NC1CCCCCC1)c1sccc12 | 0.8% | -5.1%
COc1ccc(-c2cc(OC(=O)c3cccc(Cl)c3)c3c(C)oc(C)c3c(=O)c2)cc1OC | 19.7% | u
Cc1nc2cc(-c3ccccc3)nn2c(C)c1CCC(=O)Nc1ccc(F)cc1F | -11.7% | -24.3%
CN(C)CCCN(C(=O)c1ccc2c(c1)OCCO2)c1nc2ccccc2s1 | -8.3% | -6.0%
Cc1nn2c(C)c(C(=O)NCc3cccc(Br)c3)cnc2c1-c1ccccc1 | -20.1% | 7.2%
O=C(c1ccc(Nc2nc3ccccc3n3nnnc23)cc1)N1CCN(c2cccc(C(F)(F)F)c2)CC1 | 25.7% | 18.0%
COc1cccc2cc(-c3nc4sc(C(=O)Nc5ccc(F)cc5F)c(C)c4c(=O)[nH]3)c(=O)oc12 | -8.8% | 10.6%

By substructure, the compounds so far with fluorine (16)
SMILES | Abeta yeast res | FUS suppressor
COCCn1c(=O)[nH]c2cc(C(=O)N3CCN(c4ccc(F)cc4)CC3)ccc2c1=O | 2.6% | -10.6%
Cc1ccc(S(=O)(=O)c2c(Nc3cc(F)ccc3F)sc(C(=O)c3ccc(F)cc3)c2N)cc1 | 0.5% | -10.3%
COc1ccc(C(=O)NCC(c2cccs2)S(=O)(=O)c2ccc(F)c(C)c2)cc1 (centres undefined) | 11.1% | 31.9%
O=C(Nc1ccc(F)cc1)c1cc2cc3ccc(Cl)cc3nc2o1 | -12.2% | -15.4%
O=C(Nc1ccc(Br)cc1F)c1cc(S(=O)(=O)NCc2ccc(F)cc2)ccc1F | -32.7%[inhibitor] | 26.1%
CCOc1ccc(CNCc2c(C(=O)O)c(C)n(Cc3ccc(F)cc3Cl)c2C)cc1 | -12.0% | 31.5%
CC(=O)N1CCCc2cc(S(=O)(=O)N3CCN(c4cccc(C(F)(F)F)c4)CC3)ccc21 | 19.7% | 15.6%
O=C(NCc1ccc(F)cc1)C(=O)Nc1ccc2nc3n(c(=O)c2c1)CCCCC3 | -0.2% | -24.5%
COc1ccc2oc(=O)cc(CN3CCN(c4ccc(F)cc4)CC3)c2c1 | -2.4% | 12.2%
O=C1CN(C(=O)c2c(F)cccc2Cl)C(c2ccc(F)cc2)c2cc(Br)ccc2N1 (centres undefined) | 15.0% | u
Cc1nn(C)c2c1c(C(F)(F)F)cc(=O)n2CC(=O)N1CCC(C)CC1 | -15.5% | -10.8%
Nc1nnc(SCC(=O)Nc2cccc(F)c2)s1 | -23.1% | -29.6%
O=C(Nc1ccc(Br)cc1F)N1CCC(CN2CCCC2)CC1 | -4.9% | 6.5%
Cc1nc2cc(-c3ccccc3)nn2c(C)c1CCC(=O)Nc1ccc(F)cc1F | -11.7% | -24.3%
O=C(c1ccc(Nc2nc3ccccc3n3nnnc23)cc1)N1CCN(c2cccc(C(F)(F)F)c2)CC1 | 25.7% | 18.0%
COc1cccc2cc(-c3nc4sc(C(=O)Nc5ccc(F)cc5F)c(C)c4c(=O)[nH]3)c(=O)oc12 | -8.8% | 10.6%

From PubChem BioAssay
